K1F lysis inhibition – protection from phage-mediated lysis, alamar blue read-out – E. coli UTI89, K1F phage, bacterial capsule biogenesis inhibitors (AID 488966); 340,000 compounds, 0.02% hits; E. coli UTI89 K1F phage lysis, alamar blue, 2 h; higher % means a stronger effect; inhibition, % at 100 µM; hits with a dose series show IC50 in µM;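 active = phage lysis inhibition, versus mean bacterial control, above a set limit; inconclusive = no clear call, values can overlap the other calls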;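 note: capsule biogenesis inhibitors block K1F phage lysis so surviving cells raise fluorescence; higher fluorescence means more inhibition of phage lysis; actives were called in the ten point dose series up to 300 µM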
Salmonella PhoP GFP – PhoP-dependent GFP reporter repression – Salmonella Typhimurium, primary screen (AID 1863) | 300,000 compounds, 0.16% hits | inhibition, % at 50 µM, or IC50 in µM where a hit was titrated | S. Typhimurium PhoP-regulated promoter GFP reporter, 4 h; higher % means a stronger effect;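 active = inhibition over 29.93%, a cutoff 3 SD above the screen mean, later confirmed by dose response; inconclusive = inhibition over 29.93% but no dose response follow-up; inactive = inhibition at most 29.93% or unconfirmed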;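 note: 0% = low Mg2+ inducing control and 100% = high Mg2+ repressing control; strong numbers were not always called active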
T cell HTS – T cell immune modulation candidate; 2C CD8+ T cell-vesicle binding, flow cytometry; active compounds read low; calls only at 7 µM; 330,000 compounds, 0.068% hits; AID 2052;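 active = response, share of CD8 T cells binding vesicles, and their 90th percentile fluorescence all below set limits, cut at about 80% in these data, passing the limit was not always enough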
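Incubation: binding step 1.5 h, 37 °C, antibody labelling 20 min, ice; system: murine 2C transgenic CD8+ T lymphocytes; technique: cytometric PE anti-B7-1 and Alexa647 anti-CD8 signals after 1% paraformaldehyde fixation; also added: QL9-charged Drosophila Ld/ICAM-1/B7-1 vesicles; control set: naked versus QL9-loaded vesicles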
MgcRacGAP inhibition – MgcRacGAP GTPase-activating activity inhibitors, confirmation, biochemical, ADP Hunter fluorescence. MgcRacGAP-stimulated Rac1 GTP hydrolysis, ADP Hunter fluorescence; higher % means a stronger effect; GST-tagged Rac1 F28L mutant substrate. inhibition, % at 30 µM, or IC50 in µM where a hit was titrated. 340,000 compounds, 0.6% hits. AID 624330;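 active = first-screen hits whose inhibition reached a set limit at any dose in the follow-up dose series; inconclusive = inhibition above the set first-screen limit but never retested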;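 note: fluorescence reports GDP produced by GAP-driven GTP hydrolysis; strong numbers were not always called active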
NTR1 agonist – NTR1-driven beta-arrestin-GFP spot formation – imaging, U2OS cells, high content, primary screen (AID 493036); P30989; agonist mode; activation, % at 20 µM; 330,000 compounds, 0.17% hits;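 active = activation at or above 40% of the spot to cytoplasm intensity ratio, with at least 20 cells analyzed; inconclusive = wells under 20 cells, flagged as cytotoxic or low count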;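 note: 0% = DMSO without peptide and 100% = 100 nM NTR1 peptide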
Target sequence (P30989 whole entry, looked up): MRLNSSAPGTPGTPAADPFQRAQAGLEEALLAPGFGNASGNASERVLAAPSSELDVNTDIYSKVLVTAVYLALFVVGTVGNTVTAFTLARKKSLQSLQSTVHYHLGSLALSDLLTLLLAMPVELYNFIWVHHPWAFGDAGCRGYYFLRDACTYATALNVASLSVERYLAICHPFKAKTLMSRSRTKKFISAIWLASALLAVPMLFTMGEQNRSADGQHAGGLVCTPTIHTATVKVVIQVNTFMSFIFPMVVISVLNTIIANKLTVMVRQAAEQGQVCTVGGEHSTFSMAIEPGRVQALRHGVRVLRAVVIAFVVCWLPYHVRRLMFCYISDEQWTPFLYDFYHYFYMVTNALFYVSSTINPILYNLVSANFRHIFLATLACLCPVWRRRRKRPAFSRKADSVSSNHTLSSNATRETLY
Myeloid diff 2 – myeloid differentiation induction; ER-HoxA9 myeloid progenitors, lysozyme-GFP differentiation, flow cytometry; calls only at 10 µM; 360,000 compounds, 1% hits; AID 624256;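 active = normalized GFP-positive differentiation at or above the plate's own cutoff, the solvent-only control mean plus 3 SD; inconclusive = no clear call, values can overlap the other calls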;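 note: cells exposed to compound for four days before flow analysis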
TNAP activation fold – human TNAP enzyme activators, primary screen, biochemical, luminescent, no phosphate acceptor, uHTS (AID 1001); purified TNAP, luminescent activation assay, no phosphate acceptor; higher activation fold means a stronger effect; activation fold at 20 µM; hits with a dose series show EC50 in µM; 200,000 compounds, 0.03% hits; in the data active = activation fold from about 3, or a potency from the dose series; inactive = the rest, 99 in 100 with activation fold below about 1.6; note: many of its hits are not listed in these tables
RSV antiviral HEp-2 – RSV antiviral activity via CPE protection, HEp-2 cells, primary 10 µM value included (AID 2391); HEp-2 cells, RSV-induced CPE inhibition; higher % means a stronger effect; CPE inhibition, % at 10 µM, or IC50 in µM where a hit was titrated; 310,000 compounds, 0.13% hits; in the data active = a potency from the dose series; inconclusive = CPE inhibition mostly from about 23% at the one dose, without a potency; inactive = the rest, 99 in 100 with CPE inhibition below about 21%; note: strong numbers were not always called active
Large T inhibition – SV40 large T antigen inhibitors, biochemical (AID 1903); SV40 large T antigen ATPase/helicase inhibition assay; higher % means a stronger effect; 310,000 compounds, 0.39% hits; one-dose inhibition, % at 20 µM; IC50 in µM for titrated hits; in the data active = a potency from the dose series; inconclusive = inhibition mostly from about 32% at the one dose, without a potency; inactive = the rest, 99 in 100 with inhibition below about 32%; note: strong numbers were not always called active
T cell HTS vesicle-bound % – also measured in T cell HTS; calls as there; double positive events, %; measured here: CD8+ vesicle-bound cell fraction;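 binding gate set so that unloaded-vesicle control wells show 10% double positive cells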
NTR1 agonist cell count 20 µM – also measured in NTR1 agonist; calls as there; cell count; measured here: cell count, cytotoxicity flag
Myeloid diff 2 GFP+ MAC1+ % – further read-out of Myeloid diff 2, marked with its call; GFP+ MAC1+ double positive, %; measured here: differentiation confirmed by MAC1 staining
Starred values were filed as active, the others as inactive; i = inactive; ? = inconclusive; · = no result given; [ ] = dose if it differs, or a comment.

SMILES	K1F lysis inhibition	Salmonella PhoP GFP	T cell HTS	T cell HTS vesicle-bound %	MgcRacGAP inhibition	NTR1 agonist	NTR1 agonist cell count 20 µM	Myeloid diff 2	Myeloid diff 2 GFP+ MAC1+ %	TNAP activation fold	RSV antiviral HEp-2	Large T inhibition
Cc1ccc(NC(=O)c2sc(Cl)nc2-c2ccccc2)cc1C	0.8%	-12%	i	61	12%	3.5	49	i	1.0	1.1	-1.5%	13%
CCCS(=O)(=O)N1CCN(CC2CC3C=CC2C3)CC1 (centres undefined)	-0.4%	1%	i	7	205µM*	-1.2	72	i	0.7	1.2	0.2%	2%
O=C(CN1CCC(NC(=O)c2ccccc2F)CC1)Nc1ccc2c(c1)OCCO2	0.2%	·	i	32	-1%	-1.5	82	i	0.5	1.1	3.0%	·
CCCC(=O)Nc1nc2c(s1)COc1ccccc1-2	2.4%	·	i	17	11%	2.8	58	i	1.9	·	6.0%	15%
O=C(Nc1ccc(N2CCCC2)c(Cl)c1)c1ccco1	0.5%	5%	i	21	22%	-0.1	37	i	3.2	1.1	2.0%	20%
Cc1ccc(C2C(C#N)=C3N=C(N)c4ccccc4N3C3=C2C(=O)CCC3)cc1 (centres undefined)	0.5%	-4%	i	4	-7%	1.1	65	i	0.4	·	0.4%	13%
CCn1c(=O)c(C)nn2c3ccccc3nc12	0.5%	-6%	i	56	6%	0.3	70	i	0.4	1.1	1.8%	8%
CNC(=O)CN(c1ccc(C(C)C)cc1)S(C)(=O)=O	2.1%	-1%	i	27	6%	-0.8	76	i	0.7	1.1	1.2%	5%
O=C(N/N=C/c1c[nH]c2ccccc12)c1ccc(Br)cc1	2.1%	-3%	i	61	6%	2.6	57	i	0.7	·	3.5%	17%
C[C@H](NC(=O)c1nc[nH]c1C(=O)N[C@H](C)c1ccccc1)C(=O)OCc1ccccc1	1.3%	-2%	i	30	9%	32	54	i	0.4	·	12%	9%
OCCc1c[nH]c2cc(F)ccc12	0.0%	-3%	i	21	1%	-1.0	91	i	0.8	·	-0.2%	23%
CCOc1ccc(NC(=O)CCC(=O)NNC(=O)c2ccco2)cc1	-0.1%	2%	i	47	-11%	1.6	51	i	0.4	1.2	0.1%	4%
O=C(CSc1nnc(-c2ccc(Cl)cc2Cl)n1C1CCCCC1)NC1CCS(=O)(=O)C1 (centres undefined)	-0.3%	5%	i	46	12%	0.2	39	i	0.9	1.1	0.0%	11%
N=c1c(C(=O)NCc2ccco2)cc2c(=O)n3ccccc3nc2n1C1CCCC1	-0.3%	6%	i	14	-6%	3.2	54	i	1.7	·	0.6%	-1%
CC(NC(=S)Nc1ccc(Cl)cc1)C(c1ccccc1)N1CCOCC1 (centres undefined)	-0.4%	-10%	i	59	-5%	-0.7	103	i	0.1	1.1	0.8%	8%

Random excerpt: 2 entries already listed, in no set order.
SMILES	K1F lysis inhibition	Salmonella PhoP GFP	T cell HTS	T cell HTS vesicle-bound %	MgcRacGAP inhibition	NTR1 agonist	NTR1 agonist cell count 20 µM	Myeloid diff 2	Myeloid diff 2 GFP+ MAC1+ %	TNAP activation fold	RSV antiviral HEp-2	Large T inhibition
C[C@H](NC(=O)c1nc[nH]c1C(=O)N[C@H](C)c1ccccc1)C(=O)OCc1ccccc1	1.3%	-2%	i	30	9%	32	54	i	0.4	·	12%	9%
CC(NC(=S)Nc1ccc(Cl)cc1)C(c1ccccc1)N1CCOCC1 (centres undefined)	-0.4%	-10%	i	59	-5%	-0.7	103	i	0.1	1.1	0.8%	8%

Further entries follow.
SMILES	K1F lysis inhibition	Salmonella PhoP GFP	T cell HTS	T cell HTS vesicle-bound %	MgcRacGAP inhibition	NTR1 agonist	NTR1 agonist cell count 20 µM	Myeloid diff 2	Myeloid diff 2 GFP+ MAC1+ %	TNAP activation fold	RSV antiviral HEp-2	Large T inhibition
Cc1c(C(=O)N2CCCC2)sc(NC(=O)c2cccs2)c1C#N	1.5%[50 µM]	29%	i	48	3%	-0.7	58	i	8.3	1.1	1.2%	12%
Cc1cc(C)n2nc(SCC(=O)N(CCC#N)c3ccc(F)cc3)nc2n1	0.4%[50 µM]	·	i	19	5%	-2.2	90	i	0.5	·	1.1%	·
Cc1c(C(=O)NC(=S)NCc2cccnc2)cccc1[N+](=O)[O-]	0.1%	-4%	i	64	0%	0.0	67	i	0.5	·	1.5%	3%
Cc1ccc(S(=O)(=O)Nc2nc(C)c(C(=O)NNS(=O)(=O)c3cc(C)ccc3C)s2)cc1	0.4%	-1%	i	33	9%	-0.7	61	i	1.9	·	1.3%	9%
CC(C)(C)[C@H]1C=C(C(=O)O)O[C@@H](OCc2ccc(CO)cc2)C1	-0.1%	·	i	49	6%	-1.8	95	i	1.4	·	-0.2%	9%
CCC(=O)N1CCN(c2ccccc2NC(=O)c2ccc([N+](=O)[O-])o2)CC1	-0.7%	1%	i	21	-1%	4.0	33	?	·	·	1.3%	15%
CCCCN(C(=O)CSc1cc(C)c2ccc(OC)cc2n1)c1c(N)n(Cc2ccccc2)c(=O)[nH]c1=O	0.6%	20%	i	43	10%	-0.2	96	i	0.3	1.2	5.2%	2%
Cc1ccc2c(C(=O)CN3CCCC3)c(C)[nH]c2c1	0.2%	-4%	i	40	9%	-1.5	60	i	0.8	1.1	0.9%	6%
COc1ccccc1NC(=O)CCCn1c(=S)[nH]c2ccccc2c1=O	0.2%	3%	i	58	-12%	2.0	83	i	0.7	1.1	-0.4%	-5%
CCc1nnc(NC(=O)c2cc3ccccc3oc2=O)s1	0.3%	-6%	i	38	3%	0.3	89	i	0.7	1.1	1.1%	0%
Cc1ccc(S(=O)(=O)CCC(=O)OC(C)c2nnc(-c3cccs3)o2)cc1 (centres undefined)	0.2%[50 µM]	·	i	14	1%	-1.8	69	i	0.5	·	·	·
OCCc1c[nH]c2ccc(C(F)(F)F)cc12	-0.4%	4%	i	23	1%	1.2	75	i	3.7	·	1.5%	69%
O=C(Nc1ccccc1)N1CCN(CCc2ccccc2)CC1	-0.4%	2%	i	53	-3%	-0.9	58	i	0.6	1.1	-0.7%	3%
COc1ccccc1N(C(=O)c1ccco1)C(C(=O)NC1CCCC1)c1ccncc1 (centres undefined)	1.1%	5%	i	17	7%	-1.0	58	i	1.0	·	1.1%	5%
CCOc1ccccc1NC(=O)COC(=O)C1CCC(=O)N1 (centres undefined)	0.0%	·	i	39	9%	-1.0	54	i	1.1	·	·	·
CCc1c(C)nc(N2CCOCC2)[nH]c1=O	0.7%	5%	i	36	4%	1.0	62	i	0.7	1	1.3%	3%
COC(=O)c1ccccc1Sc1c(/C=N/OCc2ccc(Cl)cc2)c(C(F)(F)F)nn1C	0.9%	-8%	i	59	8%	0.4	28	i	0.3	1.1	-0.6%	3%
COc1ccccc1C(=O)NCCC(=O)NCC1CCCCC1	0.0%	·	i	40	2%	1.4	53	i	1.5	·	·	·
O=C(O)C1CCCCC1C(=O)NCCCCc1ccccc1 (centres undefined)	0.4%	5%	i	32	14%	0.2	56	i	1.5	1.1	0.1%	-2%
CCN(CC)C(=O)c1[nH]cnc1C(=O)NCC(=O)OC(C)(C)C	-0.8%	·	i	17	5%	13	69	i	3.6	·	1.8%	10%
CCCCCn1c(=O)c(-c2nc3ccccc3[nH]2)c(O)c2ccccc21	·	6%	i	42	·	2.0	53	i	0.2	1.2	-1.4%	10%
Cc1cc(C)nc(SCSc2nc(C)cc(C)n2)n1	0.1%	11%	·	·	1%	·	·	·	·	1.1	·	1%
O=C(N/N=C/c1cccnc1)c1cc(-c2ccccc2Cl)nc2ccccc12	0.6%[50 µM]	23%	i	8	12%	1.8	66	i	1.5	·	2.5%	6%
Cc1ccc(NC(=O)CCC(=O)c2ccc(Cl)s2)nc1	0.6%[50 µM]	·	i	19	4%	-2.3	64	i	0.4	·	0.0%	·
COC(=O)c1cn(CC(=O)N2CCCCC2C)c2ccccc12 (centres undefined)	1.7%	0%	i	34	10%	0.3	55	i	0.5	1.1	0.7%	10%
CC(=O)NC12CC3CC(C1)CC(C(=O)N(C)CC(=O)Nc1ccccc1Cl)(C3)C2	1.4%[50 µM]	-4%	i	37	9%	0.6	52	i	0.9	·	0.6%	0%
NC(=O)c1cc(Cl)ccc1OCC(=O)NC1CC1	0.3%	·	i	25	3%	-1.6	71	i	0.8	·	·	·
Cc1nn(-c2ccccc2)c(Cl)c1/C=N/Nc1ccc(S(=O)(=O)Nc2ccccc2C(=O)O)cc1[N+](=O)[O-]	-6.1%	-6%	i	24	16%	0.1	50	i	1.4	0.8	?	16%
Cc1cc(C(=O)Nc2ccc(F)cc2F)on1	0.4%	7%	i	64	10%	-1.0	94	i	0.2	·	1.6%	11%
CC(C)N(Cc1ccccc1)C(=O)CN1C(=O)COc2ccc(S(=O)(=O)NC3CCCC3)cc21	-0.1%	-7%	i	39	8%	-0.3	69	i	4.1	·	-1.8%	-2%
COc1ccc(C(=O)N2CCN(Cc3ccccn3)CC2)cc1	0.2%	-7%	i	32	·	0.4	92	i	0.6	·	1.0%	6%
COc1ccc(C(=O)C2CCCN(Cc3cccn3-c3nccs3)C2)cc1OC (centres undefined)	0.5%	-12%	i	48	-3%	2.1	50	i	1.0	·	15%	9%
Cc1ccc(C)c(NC(=O)CSc2nccn2Cc2ccco2)c1	2.1%[50 µM]	1%	i	14	4%	0.3	49	i	1.1	·	0.4%	9%
COc1ccc(/C=C2/SC(=S)N(n3c(C)ccc3C)C2=O)cc1	2.1%	-4%	i	24	9%	1.5	69	i	0.3	1.1	?	13%
COc1ccc(C(=O)Nc2ccccc2C(=O)Nc2ccccc2C(=O)O)cc1	0.1%	4%	i	15	16%	0.3	48	i	0.8	·	15%	4%
O=C(NNC(=O)c1cccnc1)Nc1cccc2ccccc12	3.8%	3%	i	41	0%	-0.1	71	i	0.5	1.1	1.8%	29%
COCCOC(=O)C1=C(C)N=c2s/c(=C\c3cccs3)c(=O)n2C1c1cccs1 (centres undefined)	6.4%	-8%	i	58	3%	8.9	35	i	0.6	1	1.5%	8%
C[C@H](NC(=O)c1ccc(C(C)(C)C)cc1)C(=O)N1CCN(C/C=C/c2ccccc2)CC1	-0.6%[50 µM]	·	i	4	5%	5.4	66	i	2.1	·	·	·
CN(C)C(/C=C/Nc1ccc(F)cc1F)=C(C#N)C#N	2.2%	-3%	i	9	6%	0.0	51	i	1.0	1.1	-2.4%	8%
